# Screening results from PubChem.
# Siah-1 displacement = Siah-1 peptide-binding antagonists, primary screen, biochemical, fluorescence polarization, rhodamine-plectin, uHTS (AID 1817); Siah-1 / rhodamine-plectin peptide fluorescence polarization; higher % means a stronger effect; one-dose displacement, % at 20 µM; IC50 in µM for titrated hits; hit rate 0.02% among 290,000;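 active means displacement of at least 50% at 20 µM, with a fluorescence ratio check between 0.3 and a set limit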;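 further: plate controls were Siah plus tracer with DMSO for no effect and tracer alone without Siah for full effect; strong numbers were not always called active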
# PhoP inhibition = inhibitors of PhoP regulon expression, primary screen, Salmonella Typhimurium, GFP reporter (AID 1863); hit rate 0.16% among 300,000; S. Typhimurium PhoP-regulated promoter GFP reporter, 4 h; higher % means a stronger effect; one-dose inhibition, % at 50 µM; IC50 in µM for titrated hits;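 active means inhibition over 29.93%, a cutoff 3 SD above the screen mean, later confirmed by dose response; inconclusive means inhibition over 29.93% but no dose response follow-up; inactive means inhibition at most 29.93% or unconfirmed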;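 further: 0% = low Mg2+ inducing control and 100% = high Mg2+ repressing control; strong numbers were not always called active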
# West Nile virus CPE = inhibition of WNV-induced cytopathic effect – cell-based, CPE readout (AID 1621). hit rate 0.02% among 290,000. West Nile virus-infected cells, CPE inhibition; higher % means a stronger effect. CPE inhibition, % at 10 µM, or IC50 in µM where a hit was titrated; in the data active means a potency from the dose series; inconclusive means CPE inhibition mostly from about 3.7% at the one dose, without a potency; inactive means the rest, 99 in 100 with CPE inhibition below about 2.2%; further: strong numbers were not always called active
# * = called active by the depositor; ? = inconclusive.
SMILES,Siah-1 displacement,PhoP inhibition,West Nile virus CPE
Cc1cc(S(=O)(=O)N2CCOCC2)ccc1OCC(=O)N1CCC(C)CC1,1%,-5%,-0.7%
COc1ccc(S(=O)(=O)N2CCN(CC(=O)NC3CCCC3)CC2)cc1,1%,2%,-0.3%
CCOc1ccc(CNC(=O)C2CCN(c3nnc(C)c4c(C)n(-c5ccc(C)cc5)nc34)CC2)cc1,2%,2%,-0.7%
O=C(c1ccc(N2CCN(C(=O)c3ccc(F)cc3F)CC2)cc1)c1cccc(F)c1,0%,10%,-0.2%
CN(C(=O)CSc1nc(N)cc(N)n1)C1CCS(=O)(=O)C1 (stereo not given),-2%,-1%,0.1%
CCOc1ccc(CCNC(=O)Cn2ccc3cc(S(=O)(=O)N4CCCC4)ccc32)cc1,-6%,6%,-0.2%
CC(C)(C)c1cc(CCC(=O)N2CCCC2)cc(C(C)(C)C)c1O,6%,0%,-0.5%
Cc1cccc(C(=O)N/C(=C/c2ccco2)C(=O)N2CCCCCC2)c1,6%,-6%,-0.3%
O=C(NNC(=O)c1ccc(S(=O)(=O)N2CCCCC2)cc1)c1ccc(F)cc1,-2%,4%,-0.2%
C=CCNC(=O)C1CCCN(S(=O)(=O)c2ccc(-n3cnnn3)cc2)C1 (stereo not given),0%,9%,0.2%
CC(=O)Nc1ccc(S(=O)(=O)NCCc2c[nH]c3ccc(C)cc23)cc1,-1%,-7%,0.2%
COc1ccc(C(=O)c2c(C)oc3ccc(O)cc23)c(OC)c1,8%,6%,-0.6%
CC(=O)NCCC(=O)Nc1cc(S(=O)(=O)N2CCCCC2)ccc1Oc1ccccc1,-3%,-3%,-0.8%
Cc1c(C)n(Cc2ccccc2)c2ncnc(NN)c12,6%,30%,?
CCOc1ccccc1OC(=O)CN1C(=O)c2ccccc2C1=O,5%,1%,0.1%
CC(C)c1ccc(NC(=O)CSc2n[nH]c(=O)n2-c2cccnc2)cc1,2%,-6%,0.2%
Cc1ccc2c(c1)cc1c(=O)n(CC(=O)NCc3ccccn3)nc(C)n12,4%,0%,-0.1%
Cc1ccccc1C(=O)NC1CCN(CC(=O)Nc2ccc(Br)cc2)CC1,7%,6%,-2.7%
Cn1c(NC2CCCCC2)cc(=O)n(C)c1=O,2%,-5%,-0.4%
Cc1ccc(C)c(OC(=O)c2cccc(S(=O)(=O)N3CCN(C)CC3)c2)c1,2%,-5%,-0.3%
O=C(Nc1ccccc1C(=O)NCc1cccnc1)c1ccccc1Cl,2%,-5%,0.4%
Cc1cccc(-c2noc(CCCC(=O)NC3CCCC3)n2)c1,4%,5%,-1.5%
Clc1ccc(CN2CCCCCC2)cc1Cl,3%,-1%,-0.6%
Cc1[nH]n(C(N)=S)c(=O)c1N=Nc1ccc(Cl)cc1Cl,3%,-4%,0.5%
CCOC(=O)N1CCN(C(=O)c2ccc(Cn3c(=S)[nH]c4cc(C(=O)OC)ccc4c3=O)cc2)CC1,-1%,1%,0.0%
S=C(NNC(=S)Nc1ccccc1)Nc1ccccc1,-4%,6%,2.0%
COC(=O)c1ccc(NC(=O)CSc2nnc(C3CC3)n2C)cc1,1%,4%,-0.2%
COc1ccc(S(=O)(=O)N2CCOC2CNC(=O)C(=O)NCCCN(C)C)cc1C (stereo not given),11%,3%,-0.4%
CC(C)C1C(=O)CC(c2ccccc2)NC1c1ccccc1 (stereo not given),2%,1%,0.6%
CC1c2cc3c(cc2CCN1C(=O)c1cccc(F)c1)OCCCO3 (stereo not given),-2%,8%,-0.4%
COc1ccc(C(=O)N/N=C\c2ccc(OC)c(COc3ccccc3Br)c2)c(OC)c1,3%,-1%,-0.9%
COc1ccc2oc(C(=O)Nc3ccccn3)c(C)c2c1,-5%,5%,0.1%
O=C(CNC(=O)Cc1ccccc1)N=Nc1c(O)[nH]c2ccccc12,2%,3%,-0.1%
Oc1ccc(Cl)cc1CNc1ccccn1,-1%,14%,0.7%
COCCCNC(=O)Cn1c(=O)oc2cc(S(=O)(=O)N3CC(C)CC(C)C3)ccc21 (stereo not given),-3%,-8%,-0.6%
COc1ccccc1CNC(=O)[C@H](C)NC(=O)C1CCN(C(=O)[C@@H](N)CC(C)C)CC1,2%,-4%,-0.1%
Cn1c(=O)c2c(nc(SCCN3CCOCC3)n2C)n(C)c1=O,-2%,-5%,0.5%
COc1cc(NC(=O)COc2ccccc2Cl)ccc1NC(=O)c1cccs1,8%,0%,-0.9%
CCN(C(=O)Nc1cccc(Cl)c1)c1ccccc1,6%,-3%,-1.8%
COc1ccc(S(=O)(=O)NCCc2cn3nc(C)c(C)nc3n2)cc1C,0%,-2%,-0.1%
Cc1ccc(C(=O)N/C(=C\c2ccc(-c3cccc([N+](=O)[O-])c3)o2)C(=O)NCCCN2CCOCC2)cc1,-1%,-8%,?
O=C(c1ccc([N+](=O)[O-])cc1[N+](=O)[O-])N1CCc2ccccc21,-1%,-5%,-0.9%
Cc1ccc[n+](CC(=O)Nc2ccc(N(C)C)cc2)c1,-1%,7%,0.3%
COc1ccc2cc(C(=O)CS(=O)(=O)c3ccccc3)c(=O)oc2c1,-2%,2%,-0.2%
CCCn1c(SCC(=O)Nc2ccc(NC(C)=O)cc2)nc2c1c(=O)n(C)c(=O)n2C,-3%,1%,-0.6%
Cc1ccc(CNCC(O)c2ccccc2)s1 (stereo not given),-6%,3%,-0.3%
CCCCn1c(N)c(N(CC(C)C)C(=O)CCCc2cccs2)c(=O)[nH]c1=O,-5%,5%,0.0%
CN1C(=O)NC(c2cccc([N+](=O)[O-])c2)C2=C1CC(C)(C)CC2=O (stereo not given),7%,7%,-0.5%
CC(C)(Oc1ccc(Cl)cc1)C(=O)NNC(=O)c1ccc(Br)o1,7%,-4%,-0.9%
COc1ccc(C(=O)Nc2ccccc2N2CCCC2)cc1,13%,-4%,-1.1%
O=C(/C=C/c1c(F)cccc1Cl)Nc1cccnc1,1%,-2%,-0.9%
CSc1ccccc1C(=O)N1CCC(n2nccc2NC(=O)C(C)(C)C)CC1,4%,-2%,-0.6%
COc1ccc(S(=O)(=O)N(CC(=O)N2CCOCC2)c2ccc(F)cc2)cc1OC,2%,-1%,-0.7%
CC(C)C[C@@H](CO)N1CCN(CC(C)C)CCC1=O,2%,2%,-0.4%
CSc1ccccc1OCc1cc(C(=O)N2CCc3[nH]cnc3C2c2ccccn2)no1 (stereo not given),-3%,9%,-0.5%
O=C(NCc1ccccc1OC(F)(F)F)C1CCC(=O)N(C2CC2)C1 (stereo not given),-2%,3%,-0.6%
Clc1ccc(CN2CCN(c3ncccn3)CC2)cc1,-2%,-2%,-0.6%
COc1ccc(NC(=O)CS(=O)CC(=O)N2CCN(C3CCCC3)CC2)cc1 (stereo not given),4%,4%,-0.4%
COc1ccc(C(C)=O)cc1COc1cccnc1[N+](=O)[O-],2%,-2%,-0.3%
Cc1cc2ccccn2c1C(=O)c1ccc(C#N)cc1,0%,5%,-0.7%

# Remaining list, next part
SMILES,Siah-1 displacement,PhoP inhibition,West Nile virus CPE
O=C(N/N=C/c1ccco1)C1CCCC1,18%,-2%,-0.5%
O=C(Cn1ncc2c3ccccc3n(Cc3ccccc3F)c2c1=O)NCCCN1CCCC1=O,4%,-9%,1.1%
CC1CCN(C(=O)C(NS(=O)(=O)c2cccc3nsnc23)C(C)C)CC1 (stereo not given),-2%,3%,0.0%
O=C(NCC(=O)N(c1cccnc1)C(C(=O)NC1CCCC1)c1ccccc1F)c1ccco1 (stereo not given),7%,3%,-0.7%
c1ccc(-c2csc(Nc3ccccn3)n2)cc1,-2%,-1%,-0.8%
CCN1CCN(C/C(C)=C/c2ccccc2)CC1,5%,10%,-0.2%
CSc1ccc(/C=N/NC(=O)C[n+]2ccccc2)cc1,3%,-6%,-0.3%
COc1ccc(CCC(=O)OCc2csc(CC(=O)Nc3ccccc3C)n2)cc1,6%,11%,-0.5%
CCN(CC)S(=O)(=O)c1ccc2c(c1)N(CC(=O)N1CCC(C(N)=O)CC1)C(=O)CO2,4%,-5%,1.0%
CCOc1ccc(N(CC(=O)NCCOc2ccccc2OC)S(=O)(=O)c2ccccc2)cc1,-6%,7%,0.3%
CC(C)CCC(=O)N1CCOC1=O,10%,2%,-0.1%
COc1ccc(-c2cc(C)no2)cc1S(=O)(=O)NCC1CCN(Cc2cc(C)ccc2C)CC1,-3%,3%,0.4%
COCCNC(=O)CSc1nc2sccc2c(=O)n1-c1ccccc1,5%,3%,-0.4%
Cc1ccc(S(=O)(=O)Cn2nnnc2C(CC(C)C)N2CCC(C(N)=O)CC2)cc1 (stereo not given),5%,2%,-0.2%
COCCNC(=S)N1CCN(c2nc(-c3ccc(Cl)cc3)cs2)CC1,8%,-2%,-2.4%
CC(C)NC(=O)C(c1ccc(F)cc1)N(C(=O)CCC(=O)Nc1ccccn1)c1ccccc1F (stereo not given),13%,5%,-1.0%
COc1cccc(NC(=O)NNC(=O)COc2ccc3ccccc3c2)c1,5%,6%,-0.1%
CCCCCn1c(=O)[nH]c2cc(C(=O)NCCN3CCC(C)CC3)ccc2c1=O,8%,-2%,-0.6%
O=C(CN(Cc1ccc(Cl)cc1)C(=O)CNS(=O)(=O)c1ccc(F)cc1)NCC1CCCO1 (stereo not given),1%,10%,-0.7%
COC(=O)c1c(NC(=O)c2ccc(S(=O)(=O)N3CCOCC3)cc2)sc2c1CCN(C(C)C)C2,-2%,15%,0.2%
Cc1ccc(N(C(=O)c2ccco2)C(C(=O)NC2CCCC2)c2ccco2)c(C)c1 (stereo not given),-2%,0%,-0.5%
Cc1ccccc1OCCn1cc(C=O)c2ccccc21,-3%,13%,-0.1%
COc1cc(C)ccc1OCc1cc(C(=O)N2CCN(C3CCCCC3)CC2)no1,-6%,1%,0.4%
COc1ccc(-c2cc3c(=O)n(CC(=O)NCc4cccnc4)nc(C)n3n2)cc1,-4%,-2%,-1.7%
Cc1cc(C(=O)N2CCC(CO)(Cc3cccc(C(F)(F)F)c3)CC2)n[nH]1,-1%,-5%,1.6%
Cc1ccnc(NC(=O)CCC(=O)N(Cc2ccco2)C(C(=O)NC(C)C)c2ccc(F)cc2)c1 (stereo not given),3%,-9%,-0.6%
COc1ccc(N(CC(=O)NCCc2ccccc2)C(=O)CCC(=O)Nc2ccccn2)cc1,3%,0%,-0.2%
Cc1cccc(N2CCN(C(=O)CCS(=O)(=O)c3ccc4c(c3)NC(=O)C(C)S4)CC2)c1C (stereo not given),0%,-11%,0.8%
Cc1ccc(C)c(NC2CCCCC2NS(=O)(=O)c2ccccc2)c1 (stereo not given),-5%,-2%,-0.2%
Cn1cc(CN2CCN(CC(C)(C)C)C(CCO)C2)c2ccccc21 (stereo not given),0%,-4%,-0.8%
CNC(=O)COc1coc(CN2CCN(c3ccccc3)CC2)cc1=O,3%,3%,0.0%
O=C(Nc1ccccc1C(=O)Nc1ccncc1)c1ccc([N+](=O)[O-])cc1,-1%,-4%,-0.4%
CCOC(=O)N1CCN(CCC(=O)Nc2ccccc2)CC1,10%,3%,-0.5%
COc1cccc(NS(=O)(=O)c2ccc(C)c(C(=O)N3CCCCC3)c2)c1,1%,-5%,-0.4%
COc1ccc(N(CC(=O)NCc2ccccc2OC)S(=O)(=O)c2ccc(C)cc2)cc1Cl,0%,-7%,-0.9%
CCOC(=O)C1CCN(Cc2ccccn2)CC1,3%,-1%,0.9%
O=S(=O)(c1ccc(F)cc1)N1CCN(CC(O)COc2ccccc2F)CC1 (stereo not given),3%,-3%,-1.5%
CCOc1ccc(S(=O)(=O)NC(C)C(=O)NC2CCCC2)cc1 (stereo not given),7%,-3%,-0.1%
Cc1ccc(N(C(=O)c2ccc(S(=O)(=O)N3CCCC3)cc2)C2C=CS(=O)(=O)C2)cc1 (stereo not given),4%,-2%,-0.1%
O=C(Nc1ccccc1Cl)c1ccc(S(=O)(=O)NCC2CCCO2)cc1 (stereo not given),1%,7%,-0.2%
O=C(O)CC(NC(=O)CCc1ccccc1)c1ccc(Cl)cc1 (stereo not given),11%,2%,-0.8%
Cc1nn(S(=O)(=O)c2ccc(F)cc2)c(C)c1S(=O)(=O)N1CCOCC1,-4%,5%,0.0%

# Some of the compounds tested; rates above refer to the full screens.
